Assay outcomes from PubChem BioAssay.
F508del corr – CFTR F508del correction in bronchial cells; CFBE cells, YFP halide quenching; stimulated with forskolin plus potentiator P3; % fluorescence drop versus neutral controls; activity (quench increase), % at 7.58 µM; actives 0.36% (n = 350,000);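 active means mean added fluorescence quench of at least 8% versus neutral control, with both replicates also reaching 8%; inconclusive means only one of the mean or replicate conditions met; inactive means mean below 8% and not both replicates reaching 8%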;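 further: cells transiently co-express mutant CFTR-F508del with the halide-sensitive YFP; corrector assay measuring rescue of mutant channel to the surface after 24 h compound exposure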
DENV2 CPE – DENV2-induced cell death inhibition; DENV2-infected cells, cytopathic effect rescue, plate reader; CPE inhibition, % at 9.99 µM; actives 1.7% (n = 350,000); in the data active means CPE inhibition above about 20%, passing the limit was not always enough; inconclusive means no clear call, values can overlap the other calls; tested in BHK-21 cells;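 further: 0% = median of neutral control wells and 100% = median of positive control wells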
PAX8 inh HTS – inhibitors of PAX8 transcriptional activity in RMG-I cells; RMG-I TPO-luciferase reporter, SteadyGlo, 24 h; inhibition, % at 12.6 µM; actives 1.2% (n = 360,000); AID 652154;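 active means mean replicate inhibition at least 60% with every replicate also reaching 60%; inconclusive means only one of the two criteria is met; inactive means mean below 60% and not all replicates reaching 60%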;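 further: luciferase light reporting Pax8 driven TPO promoter activity; plate controls were median of neutral control wells for no effect and mitoxantrone controls for full effect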
EWS-Fli inh – EWS/Fli transcriptional activity inhibition; actives 0.67% (n = 350,000); A673 NR0B1-luciferase reporter, viability-normalised; inhibition, % at 12.6 µM;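 active means mean inhibition of at least 50% after viability correction, with every replicate also passing that limit; inconclusive means mean reaches 50% but only one of two replicates passes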;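 further: firefly luciferase signal divided by Alamar Blue viability fluorescence both relative to DMSO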
miR122 inh – miR-122 inhibition in Huh7 cells. Huh7 miR-122 Renilla luciferase sensor, 48 h; neutral wells = 0, positive control = 100. activation (reporter increase), % at 12.5 µM. actives 0.3% (n = 340,000). AID 602342;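 active means mean replicate activation score at least 90 and every replicate individually at or above 90; inconclusive means only one of the two criteria met; inactive means neither criterion met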;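 further: higher luciferase means less miR-122 activity so hits act as miR-122 inhibitors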
GSIS activator – primary screen for activators of insulin secretion dependent on glucose, INS-1E cells, GLuc reporter luminescence; INS-1E GLuc reporter insulin secretion, 2-3 h; activation, % at 16.6 µM; AID 743287; actives 0.61% (n = 370,000);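 active means lowest replicate activation of at least 40%, so every replicate reaches that level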;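 further: 0% = median of neutral control wells and 100% = median of IBMX positive control wells; some compounds called inactive have numbers as strong as hits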
FN deposit inh – fibronectin deposition inhibition; AH1F fibroblasts, Alexa488-fibronectin deposition fluorescence, overnight; inhibition, % at 12.6 µM; actives 0.086% (n = 350,000); AID 743247;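 active means mean inhibition across replicates of 30% or more, regardless of how many single replicates reach that level; inconclusive means mean under 30% yet at least half of replicates reach 30%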;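 further: positive control wells lacked labelled fibronectin entirely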
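test system = AH1F fibroblasts assembling fluorescent fibronectin matrix | quantity = 10000 AH1F cells per well | buffer or medium = DMEM plus 2% serum, read in PBS | doses = single dose, pinned | incubation = 1 h cell attachment, overnight exposure to compound and label | detection = fluorescence at 485 nm excitation, 525 nm emission | read-out basis = inhibition from reduced deposited-fibronectin fluorescence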
Starred values were filed as active, the others as inactive; ? = inconclusive; · = no result given; [ ] = dose if it differs, or a comment.

SMILES | F508del corr | DENV2 CPE | PAX8 inh HTS | EWS-Fli inh | miR122 inh | GSIS activator | FN deposit inh
CCCN(CCC)Cc1c(C(=O)N/N=C/CCc2ccccc2)nnn1-c1nonc1N | -0.1 | -1.2 | 11.1 | 1.3 | -6.1 | -6.6 | 7.9
CN(c1ccc(OCC(=O)OCC(=O)Nc2ccc(F)cc2)cc1)S(=O)(=O)c1ccc(Cl)cc1 | · | 3.5 | -24.9 | 4.9 | 0.2 | 3.3 | -1.3
CSc1ncccc1C(=O)NCCc1ccccc1F | -1.1 | 1.9 | -15.8 | -14.6 | -4.1 | 72.7* | -7.0
Cc1ccc(NC(=O)COC(=O)CNC(=O)C2CCCCC2)c(Br)c1 | -2.2 | · | -1.0 | -13.1 | · | 5.4 | 0.4
N#CCCN1CCN(S(=O)(=O)c2ccc(S(=O)(=O)NC3CC3)cc2)CC1 | 0.0 | 3.2 | -0.2 | -3.5 | · | 3.3 | 0.0
O=C(O)CCc1nc2ccccc2c(=O)[nH]1 | -1.7 | -2.1 | 6.2 | -2.4 | 0.6 | 2.4 | 16.4
COc1ccc(NC(=O)/C=C/c2cccc(F)c2)cn1 | · | · | -115.4 | · | 2.4 | -7.5 | -1.4
C[C@H]1CCCCO[C@@H](CN(C)S(=O)(=O)c2ccc(F)cc2)[C@@H](C)CN([C@@H](C)CO)C(=O)c2cc(NC(=O)Nc3ccc(F)cc3)ccc2O1 | -1.6 | -7.4 | 52.0 | 12.5 | 0.6[16.7 µM] | -9.1 | 7.3
CCn1c(SCC(=O)c2ccc(NS(=O)(=O)c3ccccc3)cc2)nnc1-c1cccs1 | · | · | -14.3 | · | 11.7 | · | -19.2
CC(=O)Nc1ccc(S(=O)(=O)NC(C)(C#N)C2CC2)cc1 (stereo not drawn) | -0.5 | 8.5 | -1.9 | 11.2 | -3.7 | -3.7 | 4.8
C[C@@H]1CN([C@@H](C)CO)C(=O)c2cc(C#CC3CCCC3)cnc2O[C@@H]1CN(C)C(=O)C1CCC1 | -0.9 | -4.2 | · | -3.8 | 6.5[16.7 µM] | -7.1 | ·
CCOC(=O)Cc1csc(NC(=O)c2ccc(C)c(S(=O)(=O)N3CCOCC3)c2)n1 | 0.8 | 18.7 | -0.2 | -4.1 | -3.2 | 13.5 | -2.3
CC(C)C(=O)Nc1ncc(Cc2cccc(Cl)c2)s1 | 1.0 | -3.6 | 3.8 | -4.2 | · | -32.9 | -5.2
O=C(O)c1cccc(NC(=S)NC(NC(=O)c2cccc([N+](=O)[O-])c2)C(Cl)(Cl)Cl)c1 (stereo not drawn) | 1.9 | 3.6 | -6.1 | -5.2 | -3.7 | 11.2 | -1.1
COc1ccc(CC(=O)Nc2ccccc2N2CCCC2)cc1 | -0.6 | 10.0 | 2.9 | -4.5 | -0.5 | -10.5 | 0.2
CC1CCCCN1C(=O)Cn1c(=O)n(-c2ccc(F)cc2)c(=O)c2sccc21 (stereo not drawn) | -0.9 | 6.9 | 13.0 | -1.9 | -6.8 | -3.3 | 9.8
O=C(COC(=O)/C=C/c1ccccc1[N+](=O)[O-])Nc1ccc2[nH]c(=O)[nH]c2c1 | -4.9 | ? | · | 7.3 | -9.4 | 11.7 | 8.8
CCOc1ccccc1Nc1nnc(SCC(=O)NCC2CCCO2)s1 (stereo not drawn) | 0.6 | 5.9 | · | 6.3 | -9.9 | 6.6 | 1.2
COc1ccccc1N=Nc1ccc(O)c2ncccc12 | 1.3 | -1.6 | 19.6 | -86.5 | -11.8 | -3.9 | 10.6
C[C@@H]1CN([C@H](C)CO)C(=O)c2cc(-c3cccc(F)c3)cnc2O[C@@H]1CN(C)C(=O)C1CC1 | -0.6 | · | · | -9.0 | -0.2[16.7 µM] | 2.7 | ·
COc1cccc(NC(=O)N[C@@H]2C=C[C@H](CC(=O)Nc3ccccc3)O[C@H]2CO)c1 | -1.1 | -3.9 | -0.5 | -3.0 | · | -4.9 | 9.7
Cc1c(Cc2ccccc2)c(NCCN(C)C)n2c(nc3ccccc32)c1C#N | -2.5 | 16.7 | 8.9 | 2.1 | · | -0.8 | 3.2
CCC1C/C(=C\c2cccnc2)C(=O)/C(=C/c2cccnc2)C1 (stereo not drawn) | · | -9.7 | 89.2* | 53.8* | · | · | 12.5
COc1ccc2c(c1)C=C(CN1CCC(CO)(CCc3ccccc3)CC1)CO2 | 0.5 | · | 10.7 | 7.7 | 0.1 | -7.7 | -13.1
CCCC(=O)NC1=C(Cl)C(=O)c2ccccc2C1=O | 45.0* | -0.6 | 103.0* | 26.8 | · | · | 0.7

Arranged by the number under miR122 inh (ascending): some entries from above
mol	miR122 inh
COc1ccccc1N=Nc1ccc(O)c2ncccc12	-11.8
CCOc1ccccc1Nc1nnc(SCC(=O)NCC2CCCO2)s1 (stereo not drawn)	-9.9
CC1CCCCN1C(=O)Cn1c(=O)n(-c2ccc(F)cc2)c(=O)c2sccc21 (stereo not drawn)	-6.8
CN(c1ccc(OCC(=O)OCC(=O)Nc2ccc(F)cc2)cc1)S(=O)(=O)c1ccc(Cl)cc1	0.2

New compounds follow.
SMILES | F508del corr | DENV2 CPE | PAX8 inh HTS | EWS-Fli inh | miR122 inh | GSIS activator | FN deposit inh
COc1cccc(NC(=O)CNC(=O)N2CC(=O)Nc3ccccc32)c1 | 0.0 | -5.0 | -31.6 | · | 12.7 | -1.2 | 4.5
O=C(CSc1nnc(-c2ccco2)o1)N1CCN(c2ccccc2)CC1 | -1.9 | 2.3 | 30.0 | 7.8 | · | -23.4 | -1.9
Cc1ccc(S(=O)(=O)N(C)C[C@@H]2Oc3cc(C#Cc4ccncc4)ccc3S(=O)(=O)N([C@@H](C)CO)C[C@H]2C)cc1 | 1.5 | 4.4 | 82.6* | 52.5* | -18.4[16.7 µM] | · | ·
COc1ccc(CN2CCC(CO)(Cc3ccccc3C(F)(F)F)CC2)c(F)c1 | -17.9 | 0.4 | 15.1 | 32.0 | 6.7 | -23.0 | -3.7
CCCC[C@@H]1CN=C(N)N1CC(C)(C)C | 2.1 | -11.3 | 7.5 | 0.8 | · | 5.3 | -2.9
Cc1cc(NC(=O)c2sc(Nc3cccc(C(F)(F)F)c3)nc2N)no1 | · | · | 5.8 | · | 4.8 | · | 5.9
O=C(COC(=O)c1ccc(F)cc1)NCCCc1ccccc1 | · | -0.6 | 0.9 | 5.8 | -3.4 | -4.4 | -0.7
O=C(NCCOc1ccccc1)C(=O)NCC1CCCO1 (stereo not drawn) | -1.0 | 4.7 | -9.3 | -17.3 | -4.3 | 3.2 | -3.7
COC(=O)c1cccc(NC(=O)CSc2nncn2-c2ccccn2)c1 | 0.0 | -4.5 | 3.3 | 1.9 | -0.7 | 18.4 | 10.5
COC(=O)c1cccc(NC(=O)CN2CCN(c3ccc(OC)cc3)CC2)c1 | · | · | 1.3 | · | 5.0 | · | 4.4
Cc1cc(NC(=O)CSc2nc3c(cnn3-c3cccc(Cl)c3)c(=O)[nH]2)no1 | 1.6 | ? | 3.0 | 12.5 | -2.6 | 6.5 | 9.1
O=C(c1cccc(F)c1)N1CCC2(CC1)NCCc1[nH]cnc12 | -0.2 | 5.0 | -10.6 | -0.8 | -1.8 | 27.4 | -8.0
CCOC(=O)[C@]12CCC=C1N(Cc1ccc(Cl)cc1Cl)C(=O)[C@H](CC(=O)N1CCSCC1)C2 | 0.1 | 11.2 | -3.3 | 6.2 | · | 15.8 | -10.4
COc1cccc(CNC(=O)C2CCN(S(=O)(=O)c3cccc4cccnc34)CC2)c1 | -1.5 | 8.1 | 32.2 | 5.4 | 0.5 | 5.4 | 9.3
CSc1ncccc1C(=O)OCC(=O)N1CCc2ccccc21 | 3.1 | -3.4 | · | -4.1 | 0.0 | 16.3 | -1.8
CCOc1ccc(-c2cc(N3C(=O)Nc4ccccc4N3O)n[nH]2)cc1 | · | ? | -2.5 | 17.1 | · | 1.3 | 6.2
CNC[C@H]1OCCCC[C@@H](C)Oc2ccc(NC(=O)NC(C)C)cc2C(=O)N([C@@H](C)CO)C[C@@H]1C | -1.5 | ? | -2.5 | · | 0.1[16.7 µM] | 4.4 | -7.5
O=C(c1ccco1)N1N=C(c2ccc(Br)cc2)CC1(O)C(F)(F)F (stereo not drawn) | 0.0 | -5.2 | 97.0* | 5.0 | · | -1.8 | -2.6
S=C(Nc1ccccc1Cl)N(CCN1CCCCC1)Cc1ccco1 | · | · | 4.4 | · | -16.7 | 7.9 | -1.6
N#Cc1cccc(-c2ccc([C@H]3[C@H]4CN(C(=O)Nc5ccc(F)cc5)CCCCN4[C@H]3CO)cc2)c1 | -0.6 | -9.1 | 23.7 | 1.8 | -28.1[16.7 µM] | -14.1 | ·
COC(=O)c1c(C)[nH]c(C(=O)C(C)OC(=O)c2ccco2)c1C (stereo not drawn) | 0.7 | 1.1 | 2.3 | 1.0 | 5.8 | 11.0 | 3.4
CCOC(=O)COc1coc(CN2CCN(c3ccccc3)CC2)cc1=O | -1.9 | -4.3 | -12.0 | · | -3.5 | -0.3 | -0.8
C[C@@H]1CN([C@H](C)CO)C(=O)Cc2cc(NS(=O)(=O)c3ccc(Cl)cc3)ccc2O[C@H]1CN(C)S(=O)(=O)c1cccs1 | 2.1 | 7.7 | · | -8.3 | -3.4[16.7 µM] | 1.1 | ·
C[C@H]1CN([C@@H](C)CO)C(=O)c2c(c3ccccc3n2C)-c2ccccc2CO[C@@H]1CN(C)Cc1ccncc1 | -0.5 | 3.8 | · | 11.1 | · | -16.8 | 1.5
COc1ccc(C(=O)COC(=O)[C@H](C)NS(=O)(=O)c2ccc(NC(C)=O)cc2)cc1OC | -4.8 | -6.5 | -3.7 | 1.5 | · | -7.0 | 4.6
Continued.
SMILES | F508del corr | DENV2 CPE | PAX8 inh HTS | EWS-Fli inh | miR122 inh | GSIS activator | FN deposit inh
CCOC(=O)Cc1csc(NS(=O)(=O)c2ccc(NC(C)=O)cc2)n1 | -0.5 | -0.3 | -7.9 | -2.2 | -2.5 | 4.6 | 2.0
CN(CC(=O)Nc1cccc(F)c1)C(=O)c1ccc(N2CCOCC2)c([N+](=O)[O-])c1 | 2.7 | ? | 4.2 | 0.6 | 2.9 | 3.7 | 2.8
O=C(COc1ncnc2ccccc12)Nc1cccc(S(=O)(=O)N2CCOCC2)c1 | · | · | -6.7 | · | -10.5 | 0.9 | -1.3
Cn1c2cc(C#N)sc2c2cnn(Cc3ccc(F)cc3)c(=O)c21 | 2.3 | 1.8 | 17.6 | -1.2 | 8.6 | -5.5 | 5.5
COc1cc(C(=O)N/N=C/c2ccccn2)cc(OC)c1OC | ? | ? | 19.5 | 27.6 | 19.3 | 7.2 | -10.5
CCOc1ccc(NS(=O)(=O)c2ccc(C(=O)NCC(C)(C)N3CCOCC3)cc2)cc1 | -0.7 | -0.6 | -3.8 | 1.3 | -0.2 | 19.6 | -0.8
[O-][n+]1onc2c1CCc1nnccc1-2 | · | · | · | · | -4.5 | 43.6 | -0.8
C[C@@H]1CN([C@@H](C)CO)C(=O)c2cc(NC(=O)NC3CCCCC3)ccc2O[C@@H](C)CCCCO[C@@H]1CN(C)Cc1ccc2c(c1)OCO2 | -0.9 | 7.4 | -4.4 | 0.2 | -6.0[16.7 µM] | -12.2 | ·
CC(C)N(C[C@@H]1N[C@H](CO)[C@@H]1c1ccccc1)C(=O)c1ccccc1 | -0.5 | -10.0 | -9.7 | 0.6 | -7.1[16.7 µM] | -12.2 | -5.4
O=C1CCc2cc(S(=O)(=O)NCc3ccccc3Cl)ccc2N1 | -2.0 | -3.3 | 2.9 | 4.9 | 1.4 | 25.1 | 12.4

Rows were taken by chance (roughly 3.9% active in at least one column).
